# Screens deposited in PubChem by several laboratories.
# FAS-TE inh: inhibitors of human fatty acid synthase thioesterase domain; inhibition, % at 15 µM; recombinant FAS-TE, OMFH fluorogenic substrate, fluorescence endpoint; P49327; 360,000 compounds, 0.67% hits; AID 602261;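 active = compounds whose normalised, plate-corrected inhibition of enzyme fluorescence in the single-dose primary screen is 50% or more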;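 note: 0% = DMSO with enzyme and 100% = substrate without enzyme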
# TbMetRS inhib: blocks T. brucei methionyl-tRNA synthetase activity | 360,000 compounds, 0.4% hits | inhibition, % at 11.9 µM | purified T. brucei MetRS, ATP depletion, Kinase-Glo luminescence;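 active = inhibition above a per-plate cutoff of the control wells' mean inhibition plus 3 SD, cut at about 5.5% in these data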;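 note: 0% = DMSO wells median and 100% = median of wells with control inhibitor compound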
#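 Material – parasite MetRS enzyme · Medium – HEPES-MgCl2-KCl buffer plus DTT, spermine, BSA, pyrophosphatase · Reagent – ATP, methionine and E. coli bulk tRNA substrates · Times – 15 min enzyme-compound preincubation, 2 h reaction, 10 min detection, 25 °C · Measured by – luminescence of leftover ATP · Evaluation – percent inhibition relative to median high and low control wells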
# MT1-MMP act inh: blocks activation of human MT1-MMP | GFP/RFP ratio change, % at 20 µM | AID 651647 | 360,000 compounds, 0.061% hits | P50281 | HT1080 RFP-PRO-GFP cells, GFP/RFP ratio fluorescence, overnight; percent of plate control window, DMSO zero;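 active = GFP/RFP ratio change of at least 30% with cell ATP level not reduced by more than half and red fluorescence within 50% of control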; note: strong numbers were not always called active
#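 Material: RFP-PRO-GFP reporter HT1080 cells. Dosing: single-point 20 µM compound, 1% DMSO. Controls: DMSO and RFP-L50D-GFP cell wells. Timing: cells overnight before dosing, compound overnight, 37 °C, 5% CO2. Measure: GFP/RFP fluorescence ratio.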
# SKN-1 inh: blocks SKN-1 activity in C. elegans; C. elegans VP596 Pgst-4::GFP/RFP ratio, acrylamide-induced, 24 h; inhibition, % at 21.8 µM; 360,000 compounds, 0.49% hits;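 active = interference check ratio from 0.5 to 1.5 plus GFP to RFP signal ratio inhibition reaching or exceeding a fixed threshold, cut at about 30% in these data, passing the limit was not always enough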; note: some compounds called inactive have numbers as strong as hits
# CendR NRP1 mod: modulators of CendR peptide binding to human neuropilin-1 | FAM-RPARPAR peptide binding to NRP-1, fluorescence polarization | AID 602438 | 360,000 compounds, 0.85% hits | inhibition, % at 25 µM | O14786;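 active = inhibition or corrected inhibition above about 18%, plus a signal ratio from 0.5 to 1.5, limit read from the data, passing the limit was not always enough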; note: strong numbers were not always called active
# eLon inh: E. coli protease La inhibition; 360,000 compounds, 0.42% hits; inhibition, % at 7.94 µM; purified E. coli Lon protease, fluorescence polarization; in the data active = inhibition above about 13%, passing the limit was not always enough;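 note: 0% = enzyme with probe and DMSO and 100% = no enzyme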
# bovine MsrA act: activates bovine MsrA enzyme | purified bovine MsrA, absorbance read-out | activation, % at 10.6 µM | 360,000 compounds, 0.3% hits; in the data active = activation above about 7.5%;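 note: 0% = vehicle and 100% = reference activator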
# MsrA inhibitor: bovine MsrA inhibition; purified bovine MsrA, absorbance read-out; inhibition, % at 15.5 µM; 360,000 compounds, 0.75% hits; AID 651718; in the data active = inhibition above about 4.5%;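 note: 0% = vehicle wells with enzyme and 100% = reference inhibitor wells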
# MLLE-PAM2 inh: blocks PAM2 peptide binding to the PABP1 MLLE domain | GST-MLLE / FITC-PAM2 fluorescence polarization | inhibition, % at 20 µM | 360,000 compounds, 0.36% hits | AID 588489; in the data active = inhibition above about 35%, passing the limit was not always enough;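 note: plate controls were DMSO wells with GST-MLLE for no effect and wells lacking GST-MLLE protein for full effect; some results filed as inactive read as strong as hits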
# The depositor's hits bear a star; . = no result given. This is a random part of the collection. Share with any hit: about 4%.
SMILES,FAS-TE inh,TbMetRS inhib,MT1-MMP act inh,SKN-1 inh,CendR NRP1 mod,eLon inh,bovine MsrA act,MsrA inhibitor,MLLE-PAM2 inh
O=c1[nH]c(=O)n(CCCc2ccccc2)cc1-c1ccccc1,-1,0.2,2,4,5,6,-2,0.3,-3
CC(NC(=O)COC(=O)c1cccnc1Cl)C12CC3CC(CC(C3)C1)C2 (centres undefined),16,-0.5,-1,17,4,0,-1,-1.3,2
COc1ccc(CNC(=O)CNC(=O)c2ccc(Br)o2)cc1OC,-5,-0.2,0,10,-6,2,-6,1.1,-8
O=C(COc1ccccc1)OCC(=O)c1c[nH]c2ccccc12,6,0.5,4,-11,-7,-8,-13,0.2,-7
CCCCCCCCSc1n[nH]c(N)n1,-13,-1.2,2,8,-2,-2,-12,-0.8,-6
COc1ccc2cc(CO)c3cc(OC)c(OC)cc3c2c1,-4,-0.2,6,10,6,2,-1,0.1,7
C[C@@]12C(=O)Nc3ccc(F)cc3C(=O)N1[C@H]1c3ccccc3OC[C@@H]1[C@@H]2c1ccccc1,9,0.0,-8,4,-3,1,-8,.,-2
c1ccc(C(c2nnnn2C2CCCC2)N2CCN(c3ccccc3)CC2)cc1 (centres undefined),20,-0.4,4,34,-8,4,-1,-0.4,-6
Nc1nc(SCC(=O)NNc2c(Cl)cc(Cl)cc2Cl)n[nH]1,-13,0.8,-1,15,-21,-12,0,0.1,8
CCCCN1C(=O)c2ccc(C(=O)Nc3cccc(C)c3C)cc2C1=O,1,3.3,1,-12,10,11,-10,0.1,-9
Cc1ccc(C)c(S(=O)(=O)NC(C)CCc2ccccc2)c1 (centres undefined),22,-0.8,-4,0,-7,11,0,0.0,0
CCOC(=O)C(=NC(C)(C)C)NNc1cc(Cl)ccc1Cl,28,0.7,6,24,7,2,-3,0.6,3
COc1ccc(/C=N/NC2=NCCCCC2)cc1,-3,0.0,3,21,-2,-2,-2,0.5,6
Cc1ccccc1Cn1nc(C)c(NC(=O)c2noc3c2CCCC3)c1C,-3,-1.3,2,-5,8,-8,-9,-0.8,9
O=C(Nc1cn(-c2ccccc2)nc1-c1ccc(F)cc1)c1ccccc1,2,0.1,-3,12,-8,-2,-1,0.2,6
CC(C)(C)c1ccc(C(O)c2ncc(-c3ccccc3)[nH]2)cc1 (centres undefined),1,-0.2,4,9,-7,-3,-5,-1.3,2
N=c1c2c(ncn1CCCO)Oc1c(ccc3ccccc13)C2c1ccccc1 (centres undefined),2,-0.7,6,3,-6,0,-3,-0.5,-11
Cc1nn(C)c(C(=O)Nc2cccc(Nc3ccccc3)c2)c1[N+](=O)[O-],13,0.0,10,5,0,2,-3,1.0,1
CCn1c2ccccc2c2cc(NC(=O)CSc3nnnn3-c3ccccc3)ccc21,14,0.5,7,3,-8,-3,-2,0.7,-12
Cc1cc(C(=O)OCC(=O)Nc2nnc(C(C)C)s2)c2ccccc2n1,-9,-0.5,-3,-6,2,3,-6,-0.2,-3
CCN(CC)C(=S)SCc1csc(CC(=O)Nc2ccccc2C)n1,23,-0.2,1,2,-18,8,1,-0.8,-9
CCn1cc(-c2csc(N)n2)c(C)n1,-8,0.1,1,0,10,-4,-2,0.5,14
CC(OC(=O)c1nn(C(C)C)c(=O)c2ccccc12)C(=O)Nc1ncc(Cl)cc1Cl (centres undefined),-14,-0.7,0,-3,-9,-3,-4,0.4,-21
O=S(=O)(Nc1ncccn1)c1ccc(NC(=S)NCc2cccnc2)cc1,-4,1.0,3,-7,1,-2,1,0.6,20
O=S(Cc1ccccc1)CC(O)(c1ccc(Cl)cc1)c1ccc(Cl)cc1 (centres undefined),34,0.1,-8,19,-9,-5,2,0.1,-12
CCOC(=O)Cn1c(=N)n(CCOc2ccc(OC)cc2)c2ccccc21,-8,0.3,-2,-18,-11,-7,-12,.,-1
Cc1cc2[nH]c3ccccc3c2cn1,-8,-0.1,-1,7,10,-12,0,-0.5,16
CCCc1cc(=O)[nH]c(SCC(=O)Nc2ccc(C(=O)Nc3ccccc3OC)cc2)n1,-4,0.0,9,-4,3,-5,-3,0.1,4
O=S(=O)(NCC1CCCO1)c1cccc(C(F)(F)F)c1 (centres undefined),-3,0.2,-11,11,-6,0,-1,1.6,-4
CN1CCN(S(=O)(=O)c2cccc(C(=O)Oc3ccc(C(C)(C)C)cc3)c2)CC1,-32,-0.6,4,-10,-12,11,-3,0.4,-17
CCC(C)C(=O)Nc1nccs1 (centres undefined),-6,-0.5,0,11,5,-8,-4,-1.6,-8
COC(=O)c1ccc(SCC(=O)N2CCC(C)CC2)c([N+](=O)[O-])c1,27,-0.1,1,-1,-2,-16,-3,-0.7,4
CC1=CC2=NC(=O)/C(=C\c3cn(C)c4ccccc34)C(=N)N2O1,-3,0.5,1,12,-20,-3,0,0.0,-22
C#CCOC(=O)CN1C(=O)c2cccc3cccc(c23)C1=O,2,-0.9,1,-1,8,1,-6,2.0,9
CCOCCCNC(=O)C(NC(=O)CNC(C)=O)c1ccc(C)cc1 (centres undefined),-10,-0.5,0,-6,2,-4,-6,0.3,-5
Nc1c(C(=O)N2CCOCC2)sc2nc(N3CCOCC3)c3c(c12)CCCC3,1,0.7,2,12,0,-7,-1,2.0,15

# Next section, overlapping the part above by six compounds.
SMILES,FAS-TE inh,TbMetRS inhib,MT1-MMP act inh,SKN-1 inh,CendR NRP1 mod,eLon inh,bovine MsrA act,MsrA inhibitor,MLLE-PAM2 inh
CCC(C)C(=O)Nc1nccs1 (centres undefined),-6,-0.5,0,11,5,-8,-4,-1.6,-8
COC(=O)c1ccc(SCC(=O)N2CCC(C)CC2)c([N+](=O)[O-])c1,27,-0.1,1,-1,-2,-16,-3,-0.7,4
CC1=CC2=NC(=O)/C(=C\c3cn(C)c4ccccc34)C(=N)N2O1,-3,0.5,1,12,-20,-3,0,0.0,-22
C#CCOC(=O)CN1C(=O)c2cccc3cccc(c23)C1=O,2,-0.9,1,-1,8,1,-6,2.0,9
CCOCCCNC(=O)C(NC(=O)CNC(C)=O)c1ccc(C)cc1 (centres undefined),-10,-0.5,0,-6,2,-4,-6,0.3,-5
Nc1c(C(=O)N2CCOCC2)sc2nc(N3CCOCC3)c3c(c12)CCCC3,1,0.7,2,12,0,-7,-1,2.0,15
CCCC(=O)N1CCc2cc(OC)c(OC)cc2C1COc1ccccc1OC (centres undefined),-2,-0.7,0,24,-11,-11,-2,1.0,7
CN(Cc1ccccc1)C(=O)CN1C(=O)c2ccc([N+](=O)[O-])cc2C1=O,44,-0.2,-2,10,3,19*,-2,2.0,2
O=C1NC(=S)SC1=Cc1cccs1,-3,0.0,3,16,-56,-8,-4,1.6,6
CC1=CC(c2ccccc2)=Nc2ccc(C)cc2N1,3,-0.6,-5,8,-14,-9,-4,1.1,-10
COc1cc(/C=C2\C(=O)ON=C2c2ccccc2)cc(Br)c1O,-3,-0.9,-35,14,-83,-8,-8,5.5*,-142
COc1cc(CC(=O)OCC(=O)Nc2ccc(N(C)C)cc2)cc(OC)c1OC,-6,-0.5,4,-11,7,-1,-5,0.7,-5
O=C(CSc1ccccn1)N1CCN(c2ncc(C(F)(F)F)cc2Cl)CC1,7,0.3,0,4,3,3,-1,0.8,-6
O=C(Cc1ccc(F)cc1)NCCS(=O)(=O)N1CCN(c2cccc(Cl)c2)CC1,4,-0.6,2,3,2,6,-9,-0.3,20
Cc1cccc(NC(=O)Nc2ccc(Oc3c(F)c(F)c(F)c(F)c3F)cc2)c1,-1,-0.2,7,-2,-8,-2,-3,-0.9,15
CC(=O)N1CCN(C(=O)COc2ccc(Br)cc2)CC1,-14,-1.0,1,8,6,6,-8,0.8,12
O=C(CC1C(=O)N(c2ccc(Cl)cc2)C(=S)N1CCc1ccncc1)Nc1ccc(F)cc1 (centres undefined),29,21*,-2,5,-6,5,0,1.9,-5
COc1cc(OC)c(C2=NOC(C(=O)Nc3ccc4c(c3)OCO4)C2)cc1Cl (centres undefined),46,-0.4,6,2,-12,0,-4,1.4,1
O=C(Oc1ccc(=O)n(-c2ccccc2)n1)c1cccc(Cl)c1,1,-0.3,5,-5,4,-1,-14,0.5,11
NCCOc1ccc(C2CCCCC2)cc1,-4,0.1,-1,-3,-1,-1,0,0.5,12
COc1ccccc1/C=C/CN1CCN(c2ccccc2)CC1,4,-0.3,-1,-16,2,-9,-3,1.0,2
CC(C)(C)OC(=O)N1CCN(C(=O)c2[nH]cnc2C(=O)Nc2ccc(Cl)cc2)CC1,29,-0.2,5,16,22,1,0,-0.5,2
COc1ccc2nc(NC(=O)CCNC(=O)c3ccccc3Cl)sc2c1,-9,-0.7,1,-6,10,-3,-3,-0.5,4
O=C(NC1CCCCCC1)c1ccccc1-c1ccccc1,0,-0.7,0,4,-23,-10,-2,1.3,0
O=C(O)C=C1CCN(c2ncc(C(F)(F)F)cc2Cl)CC1,-8,-0.7,2,-18,-3,-7,-3,-0.8,9
COc1ccccc1CNC(=O)CCCn1nc(C)c2c(C)n(-c3ccccc3)nc2c1=O,-2,-0.8,1,4,6,-2,12*,-0.4,4
Cc1ccc(C(=S)N2CCN(Cc3ccccc3)CC2)cc1,8,0.4,0,1,4,-4,-3,2.5,30
CN1CCN(c2ccccc2NC(=O)C(Cc2ccccc2)n2cccc2)CC1 (centres undefined),2,0.3,0,-7,6,-11,0,1.3,8
Cc1n[nH]c(=S)n1/N=C/c1ccc(-c2ccc(Cl)cc2)o1,-8,-0.6,2,2,3,7,-6,-1.1,-122
COc1cc(/C=N/NC(=O)c2csc3c2CCCC3)cc(OC)c1O,-4,0.2,9,4,10,-34,-5,1.9,2
CCCCSCCCNC(=O)C1CCC(CNS(=O)(=O)c2ccc(NC(C)=O)cc2)CC1 (centres undefined),-10,-0.9,1,10,-5,2,-5,-2.1,16
C=CCOC(=O)C1=C(C)NC(=S)C(C#N)(CC=C)C1c1ccccc1Cl (centres undefined),22,0.0,-3,0,12,3,2,1.2,26
CCCCNC(=O)NCCN1CCOCC1,-7,0.0,-1,22,4,-1,-4,-0.2,-1
CC(OC(=O)c1nsc(Cl)c1Cl)C(=O)NCc1cccs1 (centres undefined),-2,-0.1,1,-5,6,-5,-2,0.0,1
C/C(=N\Nc1cccc([N+](=O)[O-])c1)c1cc2ccccc2o1,20,-0.1,4,2,4,0,-3,1.9,6
COCCNC(=O)c1onc(CSc2ccc(F)c(F)c2)c1C(=O)NCCOC,2,-0.2,1,-2,-3,-7,2,-1.2,0
CC1CCN(c2cc(N3CCOCC3)c(F)cc2[N+](=O)[O-])CC1,17,0.3,10,-11,-2,-4,2,0.5,-12
OCC(CO)(CO)N=Cc1c(O)ccc2ccccc12,-10,-1.8,1,-26,3,3,-12,1.1,14
O=C(CCN1CCCC1=O)NC1CCCc2c1cnn2-c1ccc(F)cc1F (centres undefined),-9,-0.2,-2,6,1,-7,-4,0.0,-12
Cc1cc2[nH]c(=O)c(=O)[nH]c2cc1S(=O)(=O)N1CCN(c2cccc(C(F)(F)F)c2)CC1,11,-0.2,5,-7,5,-6,-11,1.1,-1
CN(C)c1ccc(/C=N/N2C(=O)c3ccccc3C2=O)cc1,-1,-0.6,-2,15,-9,-2,-4,1.8,18
